High-throughput results (PubChem BioAssay)
SIAH1 antagonists: Siah-1 peptide-binding antagonists, primary screen, biochemical, fluorescence polarization, rhodamine-plectin, uHTS (AID 1817) | Siah-1 / rhodamine-plectin peptide fluorescence polarization; higher % means a stronger effect | displacement, % at 20 µM, or IC50 in µM where a hit was titrated | 0.02% of 290,000 active;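 active means displacement of at least 50% at 20 µM, with a fluorescence ratio check between 0.3 and a set limit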;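 further: plate controls were Siah plus tracer with DMSO for no effect and tracer alone without Siah for full effect; strong numbers were not always called active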
NTR1 agonist: NTR1-driven beta-arrestin-GFP spot formation – imaging, U2OS cells, high content, primary screen (AID 493036); 0.17% of 330,000 active; P30989; activation, % at 20 µM; agonist mode;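 active means activation at or above 40% of the spot to cytoplasm intensity ratio, with at least 20 cells analyzed; inconclusive means wells under 20 cells, flagged as cytotoxic or low count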;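 further: 0% = DMSO without peptide and 100% = 100 nM NTR1 peptide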
Target sequence (P30989 whole entry, looked up): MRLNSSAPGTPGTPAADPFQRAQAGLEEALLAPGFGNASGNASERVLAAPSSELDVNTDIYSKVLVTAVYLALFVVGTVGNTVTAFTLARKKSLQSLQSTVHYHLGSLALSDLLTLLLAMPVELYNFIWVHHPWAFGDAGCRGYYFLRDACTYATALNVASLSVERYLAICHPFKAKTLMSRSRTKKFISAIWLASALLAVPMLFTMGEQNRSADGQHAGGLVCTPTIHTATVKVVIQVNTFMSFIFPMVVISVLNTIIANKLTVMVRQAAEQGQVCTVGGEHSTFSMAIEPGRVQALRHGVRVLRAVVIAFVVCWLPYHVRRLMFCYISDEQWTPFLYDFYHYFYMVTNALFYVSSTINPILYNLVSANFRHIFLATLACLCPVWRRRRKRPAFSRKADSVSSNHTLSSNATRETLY
HIV peptide binding: cell-free HIV fusion peptide-binding blockers – biochemical, uHTS, fluorescence dequenching, primary screen (AID 1986) | one-dose inhibition, % at 20 µM; IC50 in µM for titrated hits | cell-free peptide binding, fluorescence dequenching, 30 min; higher % means a stronger effect | 0.3% of 290,000 active; in the data active means inhibition mostly above about 52%, no sharp cut-off; inactive means mostly below about 76%; further: some results filed as inactive read as strong as hits
Rac1 GTP hydrolysis: MgcRacGAP GTPase-activating activity inhibitors, confirmation, biochemical, ADP Hunter fluorescence | inhibition, % at 30 µM, or IC50 in µM where a hit was titrated | MgcRacGAP-stimulated Rac1 GTP hydrolysis, ADP Hunter fluorescence; higher % means a stronger effect; GST-tagged Rac1 F28L mutant substrate | 0.6% of 340,000 active;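 active means first-screen hits whose inhibition reached a set limit at any dose in the follow-up dose series; inconclusive means inhibition above the set first-screen limit but never retested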;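 further: fluorescence reports GDP produced by GAP-driven GTP hydrolysis; strong numbers were not always called active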
Salmonella PhoP GFP: PhoP-dependent GFP reporter repression – Salmonella Typhimurium, primary screen (AID 1863); S. Typhimurium PhoP-regulated promoter GFP reporter, 4 h; higher % means a stronger effect; one-dose inhibition, % at 50 µM; IC50 in µM for titrated hits; 0.16% of 300,000 active;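 active means inhibition over 29.93%, a cutoff 3 SD above the screen mean, later confirmed by dose response; inconclusive means inhibition over 29.93% but no dose response follow-up; inactive means inhibition at most 29.93% or unconfirmed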;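 further: 0% = low Mg2+ inducing control and 100% = high Mg2+ repressing control; strong numbers were not always called active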
Myeloid diff 2: compounds promoting myeloid differentiation | AID 624256 | ER-HoxA9 myeloid progenitors, lysozyme-GFP differentiation, flow cytometry | 1% of 360,000 active | calls only at 10 µM;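 active means normalized GFP-positive differentiation at or above the plate's own cutoff, the solvent-only control mean plus 3 SD; inconclusive means no clear call, values can overlap the other calls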;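 further: cells exposed to compound for four days before flow analysis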
GPR35 antagonists: GPR35 antagonists blocking zaprinast-driven arrestin recruitment, primary screen, imaging, U2OS, beta-arrestin-GFP, zaprinast agonist (AID 2058); U2OS GPR35 beta-arrestin-GFP translocation imaging, zaprinast antagonism; higher % means a stronger effect; one-dose inhibition, % at 10 µM; IC50 in µM for titrated hits; 0.052% of 290,000 active;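 active means inhibition of at least 50% with at least 30 cells and total cytoplasm GFP at most 10,000,000; inconclusive means under 30 cells or total GFP of 10,000,000 plus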
LYP inhibition: inhibitors of LYP phosphatase, biochemical, fluorescence intensity, uHTS (AID 1779); recombinant LYP phosphatase, fluorescence intensity; higher % means a stronger effect; inhibition, % at 11.5 µM; hits with a dose series show IC50 in µM; 0.054% of 290,000 active; in the data active means inhibition above about 50%;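 further: plate controls were vehicle with enzyme for no effect and no enzyme for full effect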
GPR55 LPI antagonism: GPR55 antagonists blocking LPI-driven arrestin recruitment, primary screen, imaging, U2OS, beta-arrestin-GFP, LPI agonist (AID 2013); U2OS GPR55 beta-arrestin-GFP translocation imaging, LPI antagonism; higher % means a stronger effect; inhibition, % at 10 µM; hits with a dose series show IC50 in µM; 0.13% of 290,000 active;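 active means spots per cell inhibited over 60%, with over 100 cells counted and total cytoplasm intensity under 500,000; inconclusive means wells with under 100 cells, flagged as likely toxic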;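 further: U2OS cells stably carrying GPR55 and arrestin-GFP stimulated by 5 µM LPI near EC80; imaged beta-arrestin-GFP aggregate spots per cell after agonist stimulation; plate controls were LPI-stimulated DMSO wells for no effect and DMSO wells without LPI for full effect; some results filed as inactive read as strong as hits; confirmed hits need IC50 under 10 µM and bright autofluorescent wells are also inconclusive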
NTR1 agonist cell count 20 µM: also measured in NTR1 agonist; calls as there; cell count; measured here: cell count, cytotoxicity flag
Myeloid diff 2 GFP+ MAC1+ %: further read-out of Myeloid diff 2, marked with its call; GFP+ MAC1+ double positive, %; measured here: differentiation confirmed by MAC1 staining
Numbers without * were called inactive.

How did COc1ccc(C2C(C(=O)OCC(=O)N3CCCCC3)CCC(=O)N2c2ccc(OC)cc2)cc1 (centres undefined) do in these assays?
SIAH1 antagonists: -1%; NTR1 agonist: -0.9; HIV peptide binding: 1.9%; Rac1 GTP hydrolysis: 3%; Salmonella PhoP GFP: 7%; Myeloid diff 2: inactive; GPR35 antagonists: 7%; LYP inhibition: -12%; GPR55 LPI antagonism: -5%; NTR1 agonist cell count 20 µM: 82; Myeloid diff 2 GFP+ MAC1+ %: 0.8

How did COc1ccccc1N1CCN(C(=O)C2CC=CCC2C(=O)O)CC1 (centres undefined) do in these assays?
SIAH1 antagonists: 1%; NTR1 agonist: 0.2; HIV peptide binding: 0.0%; Rac1 GTP hydrolysis: 10%; Salmonella PhoP GFP: 7%; Myeloid diff 2: inactive; GPR35 antagonists: 11%; LYP inhibition: -2%; GPR55 LPI antagonism: -12%; NTR1 agonist cell count 20 µM: 33; Myeloid diff 2 GFP+ MAC1+ %: 0.8

How did COc1ccc(N2C(=O)CS/C2=N\C(=S)Nc2ccccc2)cc1 do in these assays?
SIAH1 antagonists: 4%; NTR1 agonist: 1.1; HIV peptide binding: -1.4%; Rac1 GTP hydrolysis: -3%; Salmonella PhoP GFP: -6%; Myeloid diff 2: inactive; GPR35 antagonists: 8%; LYP inhibition: -2%; GPR55 LPI antagonism: 1%; NTR1 agonist cell count 20 µM: 44; Myeloid diff 2 GFP+ MAC1+ %: 1.3

Results for CC1CCN(c2nc3c(c(=O)n(C)c(=O)n3C)n2CCSc2nc3ccccc3s2)CC1 ?
SIAH1 antagonists: 2%; NTR1 agonist: 12; HIV peptide binding: 3.3%; Rac1 GTP hydrolysis: 8%; Salmonella PhoP GFP: 0%; Myeloid diff 2: inactive; GPR35 antagonists: -1%; LYP inhibition: 0%; GPR55 LPI antagonism: 5%; NTR1 agonist cell count 20 µM: 95; Myeloid diff 2 GFP+ MAC1+ %: 2.5

What do the screens show for `Cn1c(Cn2c(=O)sc3ccccc32)nnc1SCC(=O)N1CCCc2ccccc21`?
SIAH1 antagonists: 6%; NTR1 agonist: 4.4; HIV peptide binding: -0.4%; Rac1 GTP hydrolysis: 2%; Salmonella PhoP GFP: -4%; Myeloid diff 2: inactive; GPR35 antagonists: -14%; LYP inhibition: -6%; GPR55 LPI antagonism: -1%; NTR1 agonist cell count 20 µM: 63; Myeloid diff 2 GFP+ MAC1+ %: 2.1

How did COc1ccc(-n2nc(C(=O)NCC(=O)Nc3cccc(NC(C)=O)c3)c3ccccc3c2=O)cc1 do in these assays?
SIAH1 antagonists: 6%; NTR1 agonist: -0.5; HIV peptide binding: 1.4%; Rac1 GTP hydrolysis: -1%; Salmonella PhoP GFP: 0%; Myeloid diff 2: inactive; GPR35 antagonists: -3%; LYP inhibition: 0%; GPR55 LPI antagonism: 8%; NTR1 agonist cell count 20 µM: 65; Myeloid diff 2 GFP+ MAC1+ %: 0.1

What do the screens show for `CN(CC(=O)Nc1ccccc1Br)Cc1nc2ccccc2c(=O)[nH]1`?
SIAH1 antagonists: -1%; NTR1 agonist: -0.8; HIV peptide binding: -0.3%; Rac1 GTP hydrolysis: 7%; Salmonella PhoP GFP: 1%; Myeloid diff 2: inactive; GPR35 antagonists: -12%; LYP inhibition: 0%; GPR55 LPI antagonism: 4%; NTR1 agonist cell count 20 µM: 40; Myeloid diff 2 GFP+ MAC1+ %: 0.7

How did CC(C)Cn1c(=O)c2ccccc2n2c(CCC(=O)O)nnc12 do in these assays?
SIAH1 antagonists: 2%; NTR1 agonist: -1.3; HIV peptide binding: -2.0%; Rac1 GTP hydrolysis: 6%; Salmonella PhoP GFP: -4%; Myeloid diff 2: inactive; GPR35 antagonists: 2%; LYP inhibition: -5%; GPR55 LPI antagonism: 0%; NTR1 agonist cell count 20 µM: 102; Myeloid diff 2 GFP+ MAC1+ %: 0.4

Results for Cc1ccc(NC(=O)CS(=O)CC(=O)Nc2cnc3ccccc3c2)cc1Cl (centres undefined) ?
SIAH1 antagonists: 7%; NTR1 agonist: 0.1; HIV peptide binding: 4.1%; Rac1 GTP hydrolysis: 5%; Salmonella PhoP GFP: 0%; Myeloid diff 2: inconclusive; GPR35 antagonists: 6%; LYP inhibition: -4%; GPR55 LPI antagonism: -5%; NTR1 agonist cell count 20 µM: 45

How did Cc1ccc(CCNC(=O)CCS(=O)(=O)c2ccc3c(c2)oc(=O)n3C)cc1 do in these assays?
SIAH1 antagonists: 2%; NTR1 agonist: 0.1; HIV peptide binding: 1.9%; Rac1 GTP hydrolysis: 9%; Salmonella PhoP GFP: -4%; Myeloid diff 2: inactive; GPR35 antagonists: 11%; LYP inhibition: -1%; GPR55 LPI antagonism: 5%; NTR1 agonist cell count 20 µM: 72; Myeloid diff 2 GFP+ MAC1+ %: 0.3

How did CCOc1ccc(S(=O)(=O)NCc2ccc3c(c2)OCO3)cc1C(=O)O do in these assays?
SIAH1 antagonists: 2%; NTR1 agonist: -1.7; HIV peptide binding: -1.7%; Rac1 GTP hydrolysis: 3%; Salmonella PhoP GFP: 3%; Myeloid diff 2: inactive; GPR35 antagonists: -8%; LYP inhibition: -4%; GPR55 LPI antagonism: 10%; NTR1 agonist cell count 20 µM: 69; Myeloid diff 2 GFP+ MAC1+ %: 0.5

What do the screens show for `Cc1cccc(NC(=O)c2c(O)c3cccc4c3n(c2=O)CCC4)n1`?
SIAH1 antagonists: 1%; HIV peptide binding: -1.0%; Salmonella PhoP GFP: -1%; GPR35 antagonists: 0%; LYP inhibition: 4%; GPR55 LPI antagonism: 6%

Results for CCOC(=O)c1c(NC(=S)NCc2ccccc2)sc2c1CCN(C(=O)OCC)C2 ?
SIAH1 antagonists: -1%; NTR1 agonist: 0.6; HIV peptide binding: -0.8%; Rac1 GTP hydrolysis: -1%; Salmonella PhoP GFP: 0%; Myeloid diff 2: inactive; GPR35 antagonists: -13%; LYP inhibition: -2%; GPR55 LPI antagonism: -12%; NTR1 agonist cell count 20 µM: 43; Myeloid diff 2 GFP+ MAC1+ %: 0.2

Results for COC(=O)CSc1n[nH]c(=S)s1 ?
SIAH1 antagonists: 4%; NTR1 agonist: -1.3; HIV peptide binding: 0.0%; Rac1 GTP hydrolysis: 14%; Salmonella PhoP GFP: 6%; Myeloid diff 2: inactive; GPR35 antagonists: -2%; LYP inhibition: -1%; GPR55 LPI antagonism: 4%; NTR1 agonist cell count 20 µM: 88; Myeloid diff 2 GFP+ MAC1+ %: 0.7

Results for COC(=O)C1=NNCC12CC(=O)N(c1ccc(Br)cc1)C2=O (centres undefined) ?
SIAH1 antagonists: -1%; NTR1 agonist: -1.1; HIV peptide binding: -3.5%; Rac1 GTP hydrolysis: 3%; Salmonella PhoP GFP: 1%; Myeloid diff 2: inactive; GPR35 antagonists: 13%; LYP inhibition: -6%; GPR55 LPI antagonism: 12%; NTR1 agonist cell count 20 µM: 52; Myeloid diff 2 GFP+ MAC1+ %: 0.6

How did COc1ccc(/C=C/c2nc3ccccc3n2Cc2ccccc2OC)cc1 do in these assays?
SIAH1 antagonists: -3%; NTR1 agonist: 1.1; HIV peptide binding: 0.3%; Rac1 GTP hydrolysis: 10%; Salmonella PhoP GFP: 30%; Myeloid diff 2: inactive; GPR35 antagonists: 3%; LYP inhibition: -1%; GPR55 LPI antagonism: 8%; NTR1 agonist cell count 20 µM: 69; Myeloid diff 2 GFP+ MAC1+ %: 0.3

Results for CCCn1c(CCC(=O)O)ccc1-c1ccc(F)cc1 ?
SIAH1 antagonists: 4%; NTR1 agonist: -0.5; HIV peptide binding: 3.1%; Rac1 GTP hydrolysis: 8%; Salmonella PhoP GFP: -2%; Myeloid diff 2: inactive; GPR35 antagonists: 17%; LYP inhibition: -4%; GPR55 LPI antagonism: 10%; NTR1 agonist cell count 20 µM: 53; Myeloid diff 2 GFP+ MAC1+ %: 4.4

Results for CCOc1ccc(NC(=O)CCNC(=O)C2CCN(S(=O)(=O)c3ccccc3)CC2)cc1 ?
SIAH1 antagonists: 1%; NTR1 agonist: 0.7; HIV peptide binding: 0.2%; Rac1 GTP hydrolysis: 9%; Salmonella PhoP GFP: -4%; Myeloid diff 2: inactive; GPR35 antagonists: 29%; LYP inhibition: -5%; GPR55 LPI antagonism: 3%; NTR1 agonist cell count 20 µM: 44; Myeloid diff 2 GFP+ MAC1+ %: 1.9

How did Cc1ccc(C)c(S(=O)(=O)N2C(=S)NC(=O)C2C(C)C)c1 (centres undefined) do in these assays?
SIAH1 antagonists: -1%; NTR1 agonist: -0.3; HIV peptide binding: 3.5%; Rac1 GTP hydrolysis: 7%; Salmonella PhoP GFP: 2%; Myeloid diff 2: inactive; GPR35 antagonists: 5%; LYP inhibition: 0%; GPR55 LPI antagonism: 1%; NTR1 agonist cell count 20 µM: 65; Myeloid diff 2 GFP+ MAC1+ %: 0.4

Results for Cc1cc(NC(=O)c2ccc([N+](=O)[O-])cc2)n(CCC#N)n1 ?
SIAH1 antagonists: 14%; NTR1 agonist: 0.2; HIV peptide binding: 1.4%; Rac1 GTP hydrolysis: 10%; Salmonella PhoP GFP: 1%; Myeloid diff 2: inactive; GPR35 antagonists: 11%; LYP inhibition: -11%; GPR55 LPI antagonism: 5%; NTR1 agonist cell count 20 µM: 46; Myeloid diff 2 GFP+ MAC1+ %: 0.5

How did CCOC(=O)N1CCN(C(=O)CCc2c(C)nc3nc(C)nn3c2C)CC1 do in these assays?
SIAH1 antagonists: 4%; NTR1 agonist: -0.8; HIV peptide binding: -2.7%; Rac1 GTP hydrolysis: -1%; Salmonella PhoP GFP: 2%; Myeloid diff 2: inactive; GPR35 antagonists: 4%; LYP inhibition: -8%; GPR55 LPI antagonism: 1%; NTR1 agonist cell count 20 µM: 84; Myeloid diff 2 GFP+ MAC1+ %: 5.3
